TRb SRC2 PPI – inhibitors of human thyroid hormone receptor beta-SRC2 interaction; P10828; TRbeta-SRC2 peptide binding, fluorescence polarization; receptor liganded with 1 µM T3; Potency, µM (series often up to 106 µM), for the others: at the highest dose activity change, negative = inhibition, actives largely listed as inhibitors; 280,000 compounds, 0.065% hits; AID 1469;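 further: plate controls were bound peptide for no effect and peptide without receptor for full effect; nearly all actives have a fitted effect of over 50% in size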
Target sequence (P10828 whole entry, looked up): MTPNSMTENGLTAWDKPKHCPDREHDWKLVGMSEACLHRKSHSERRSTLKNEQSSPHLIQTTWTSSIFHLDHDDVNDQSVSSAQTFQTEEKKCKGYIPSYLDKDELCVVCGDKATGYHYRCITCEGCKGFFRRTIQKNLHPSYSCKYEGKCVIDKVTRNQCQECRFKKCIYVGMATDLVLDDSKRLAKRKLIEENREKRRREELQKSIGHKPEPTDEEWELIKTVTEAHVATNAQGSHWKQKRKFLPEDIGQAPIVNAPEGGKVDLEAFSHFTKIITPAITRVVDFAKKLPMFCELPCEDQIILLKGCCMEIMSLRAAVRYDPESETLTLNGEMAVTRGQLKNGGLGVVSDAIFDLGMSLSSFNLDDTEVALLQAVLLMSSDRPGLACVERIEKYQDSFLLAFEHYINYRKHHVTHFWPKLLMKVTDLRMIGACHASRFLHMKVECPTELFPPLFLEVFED
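Decrease in fluorescence polarization of 20 nM Texas Red SRC2 coactivator peptide flagged inhibition of its binding to 0.6 uM TRb LBD; 1 uM T3 included, incubation 5 hr, ex 555/em 632 nm.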
RECQ1 inh – inhibitors of human RECQ1 DNA helicase | P46063 | RECQ1 DNA unwinding, red fluorescence kinetic read | Potency, µM (highest dose often 57.3 µM), for the others: at the highest dose activity, negative = inhibition, usual class: inhibitors | 240,000 compounds, 0.54% hits | AID 2549;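 further: plate controls were vehicle for no effect and no enzyme for full effect; nearly all actives have a fitted effect of over 30% in size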
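50 nM RECQ1T1 preincubated 15 min with compound in Tris pH 8.0 buffer with MgCl2, DTT, Tween-20 and 2.5 ug/ml poly(dI-dC); started with 200 nM TAMRA/BHQ-2 forked duplex and 2 mM ATP. Unwinding read as fluorescence (525/598 nm), two reads 2 h apart.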
GAA inhib – alpha-glucosidase (human) inhibition; Potency, µM (titrated, usually from 76.9 µM), for inactives: top-dose activity change, negative = inhibition, most hits filed as inhibitors; purified human GAA, 4-MU-alpha-glucoside fluorescence; 200,000 compounds, 0.005% hits;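 further: plate controls were uninhibited enzyme wells for no effect and no-enzyme background for full effect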
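Fluorescence at Ex 365/Em 440 nm from 4-methylumbelliferone reported enzyme activity after 20 min at room temperature. Reactions used 4 nM enzyme and 400 uM substrate at pH 5.0; curves fitted with the Hill equation.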
TexasRed fluor – alters Texas Red total fluorescence, flagging assay interference; 280,000 compounds, 0.29% hits; TRb/SRC2 Texas Red total fluorescence interference; AID 1479; Potency, µM (series often up to 106 µM), inactives show at the top dose fluorescence change, negative = quenching; active means well fitted curve in either direction with a large enough effect; inconclusive means small, poorly fitted or top-dose-only effect
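Flags fluorescent or light-absorbing compounds by total fluorescence, S + 2P, at 555 nm excitation and 632 nm emission. Mixture: 20 nM Texas Red SRC2 peptide, 0.6 uM human TRb LBD, 1 uM T3, 5% DMSO; compound exposure 5 h at ambient temperature.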
L3MBTL1 inh – L3MBTL1 (human) inhibition | Q9Y468 | AlphaScreen L3MBTL1–H3K9me1 peptide binding | Potency, µM (top dose mostly 57.1 µM), inactives show at the top dose activity, negative = inhibition, usual class: inhibitors | 230,000 compounds, 0.66% hits | AID 485360; further: nearly all actives have a fitted effect of over 60% in size
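Displacement of a biotinylated histone H3(1-15) peptide monomethylated at Lys9 (75 nM) from L3MBTL1 (50 nM) was measured by AlphaScreen after a 30 min room-temperature compound incubation; cefsulodin titration served as intraplate control.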
GoLoco inh red – inhibitors of human Gai1-RGS12 GoLoco interaction (red fluorophore); Gai1:RGS12 GoLoco peptide FP, rhodamine, 10 min; Potency, µM (titrated, usually from 61.6 µM), inactives show top-dose activity, negative = inhibition, most hits filed as inhibitors; 230,000 compounds, 0.44% hits; active means well fitted inhibition curve with a large enough effect, not every such curve was filed as active; inactive means no such curve, though single readings can be large or run the other way; further: nearly all actives have a fitted effect of over 30% in size; many of its hits are not listed in these tables
Target sequence (P63096 whole entry, looked up): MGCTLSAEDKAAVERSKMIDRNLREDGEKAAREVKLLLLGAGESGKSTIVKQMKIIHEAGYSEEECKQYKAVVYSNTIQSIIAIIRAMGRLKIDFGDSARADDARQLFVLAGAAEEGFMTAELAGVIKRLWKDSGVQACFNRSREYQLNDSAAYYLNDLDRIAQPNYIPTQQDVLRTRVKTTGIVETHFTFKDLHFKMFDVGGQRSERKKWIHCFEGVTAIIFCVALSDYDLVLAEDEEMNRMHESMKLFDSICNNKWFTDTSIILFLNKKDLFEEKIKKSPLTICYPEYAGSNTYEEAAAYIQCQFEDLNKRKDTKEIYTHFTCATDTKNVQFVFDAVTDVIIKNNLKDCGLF
GAA glycogen mod – GAA glycogen-cleavage inhibition or activation | P10253 | recombinant GAA, glycogen substrate, Amplex Red glucose oxidase fluorescence | Potency, µM (top dose mostly 76.4 µM), for inactives: at the top dose activity change, negative = inhibition, usual class: inhibitors | 300,000 compounds, 0.38% hits;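 further: 0% = full enzyme reaction and -100% = no-enzyme basal signal; the screen sought inhibitors and activators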
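Recombinant human enzyme (4 nM); glycogen substrate; 37 C, 40 min, pH 5.0. Readout: coupled glucose oxidase/Amplex Red fluorescence.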
aGlu spleen mod – inhibits or activates alpha-glucosidase in human spleen homogenate; P10253; human spleen homogenate, 4-MU-alpha-glucoside fluorescence; Potency, µM (top dose mostly 79.9 µM), for the others: at the highest dose activity change, negative = inhibition, hits mostly inhibitors; 240,000 compounds, 0.006% hits; AID 2112;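 further: 0% = enzyme with vehicle and -100% = no enzyme basal signal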
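AC50 values come from Hill-equation fits of concentration-response data, normalized to no-enzyme and full-activity controls. Enzyme source: 1 ug human spleen homogenate; 1 mM fluorogenic 4-MU glucoside, pH 5.0 citrate buffer, 37 C, 40 min.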
Numbers without * were called inactive; i = inactive; ? = inconclusive; . = not tested or not shown; & = joins results of further samples; [ ] = another dose, or the depositor's remark. Unless noted, the call rests on the fitted dose curve; in most records, active means well fitted curve in the direction sought with a large enough effect; inconclusive means small, poorly fitted or top-dose-only effect, or another doubt; inactive means no such curve, though single readings can be large; an effect the other way counts as inactive or inconclusive. Unless noted, on the % scale 0 is the no-effect control and ±100 the full control effect; potency means the concentration at half of the fitted maximal effect.

SMILES | TRb SRC2 PPI | RECQ1 inh | GAA inhib | TexasRed fluor | L3MBTL1 inh | GoLoco inh red | GAA glycogen mod | aGlu spleen mod
Cc1cc(NC(=O)c2cccc(S(=O)(=O)N3CCCCCC3)c2)no1 | 3% | -2% | -1% | 1% | . | -5% | 2% | -3%
CC(=O)c1c(C)[nH]c(C(=O)N2CCc3ccccc3C2)c1C | -5% | -3% | 0% | 1% | -15% | 6% | 9% | -4%
O=C(Nc1ccc2c(c1)oc1ccccc12)c1ccc2c(c1)OCO2 | -3% | -1% | 0% | -5% | -4% | 2% | 3% | -4%
COc1cc(/C=N/NC(=O)C(=O)NCC2CCCO2)ccc1OCC(=O)N1CCOCC1 (centres undefined) | -2% | 2% | -9% | -1% | . | 2% | 4% | -5%
CCSc1ccccc1C(=O)NCc1ccco1 | -2% | -2% | -1% | 1% | . | 4% | -8% | -5%
Cc1c(Cl)c(C(=O)N2CCCc3ccccc32)nn1C | 1% | i | 2% | -4% | -1% | 16% | -8% | -11%
CCOc1ccccc1NC(=O)NCc1cccnc1 | 5% | 5% | 1% | 1% | 6% | -1% | 21% | 4%
N#CC(c1ccc(Cl)nn1)c1ccc(Cl)cc1Cl (centres undefined) | -6% | 1% | -3% | 2% | . | -4% | ? | -6%
CCC1CCCCN1C(=S)NC(=O)c1cccs1 (centres undefined) | -4% | -2% | 10% | 1% | -6% | 3% | -8% | -4%
COc1ccc(N/C=C/C(=O)c2ccc3c(c2)OCO3)cc1OC | 1% | 0% | -13% | -1% | -4% | -8% | -4% | -3%
COC1=CCC2([N+](=O)[O-])CN(CC(=O)O)CC1([N+](=O)[O-])C2 (centres undefined) | -1% | -4% | ? | 0% | 9% | -12% | -6% | 4%
Cc1ccc2c(c1)COc1c3ccc(C(=O)N[C@@H](C)CO)cc3nn1-2 | -3% | i | . | -4% | . | 17% | 5% | 1%
CC(C)Cc1cc(C(=O)Nc2cc(Br)ccc2O)no1 | 2% | -12% | -12% | 0% | 4% | 0% | -3% | -7%
Cc1c2c(nc3ccccc13)CCC(C)C2 (centres undefined) | 1% | -4% | -2% | -2% | 11% | 0% | -7% | -3%
Cc1nonc1CC(=O)N1CCCC(C(=O)c2ccc(Cl)cc2)C1 (centres undefined) | 1% | i | -6% | -1% | -1% | 8% | -2% | 6%
CC1CCCC(C)N1C(=O)CSc1nc2ccccc2s1 (centres undefined) | -12% | -6% | -11% | -6% | . | 4% | -9% | -17%
FC(F)Oc1ccc(NC(=S)Nn2cnnc2)cc1 | -6% | i | -4% | -4% | . | -12% | -12% | -2%
CC(C)CCOc1cccc(OCC(=O)NC2CCS(=O)(=O)C2)c1 (centres undefined) | 2% | -1% | -7% | -6% | . | 2% | 0% | 4%
CCn1c(CN2CCN(CCO)CC2)nc2ccccc21 | -6% | i | -4% | -2% | 4% | 2% | -7% | -2%
O=c1c2ccccc2sc2ccc(Cl)cc12 | 5% | -10% | 3% | -44% | 13% | -6% | 2% | -2%
CC(=O)NC(=O)COC(=O)/C=C/c1c(C)nn(Cc2c(Cl)cccc2Cl)c1Cl | -28% | 12% | -5% | 2% | . | -7% | 2% | 0%
CCc1ccc(-n2c(SCC(=O)N3CCC(C(=O)O)CC3)nnc2-c2ccncc2)cc1 | 5% | i | -13% | -2% | . | 8% | -1% | 0%
CCOC(=O)C1=C(CS(=O)(=O)c2ccc(C)c(C)c2)NC(=O)NC1c1ccc(O)cc1 (centres undefined) | -3% | -7% | 3% | -3% | . | -8% | 1% | 0%
CC1(C)Cc2c(sc3c2C2=NCCN2C=N3)CS1 | -5% | i | -9% | -1% | . | 6% | 3% | 0%
CCN(CC)c1ccc(NC(=O)CSc2nnc3nc(C)cc(C)n23)cc1 | -6% | 2% | 3% | -3% | ? | -17% | -21% | 0%

Pulled one by one from the entries so far (two):
SMILES | TRb SRC2 PPI | RECQ1 inh | GAA inhib | TexasRed fluor | L3MBTL1 inh | GoLoco inh red | GAA glycogen mod | aGlu spleen mod
CC1(C)Cc2c(sc3c2C2=NCCN2C=N3)CS1 | -5% | i | -9% | -1% | . | 6% | 3% | 0%
CCSc1ccccc1C(=O)NCc1ccco1 | -2% | -2% | -1% | 1% | . | 4% | -8% | -5%

Going on with the list:
SMILES | TRb SRC2 PPI | RECQ1 inh | GAA inhib | TexasRed fluor | L3MBTL1 inh | GoLoco inh red | GAA glycogen mod | aGlu spleen mod
N#CC1=C(SCC(=O)Nc2ccccc2)NC(=O)CC1c1ccc(O)cc1 (centres undefined) | -4% | -17% | ? | -3% | . | 3% | 26% | -3%
CCCCc1nnc(NC(=O)C2CC(=O)N(c3ccc4c(c3)OCCO4)C2)s1 (centres undefined) | 2% | -9% | -5% | 2% | 6% | -7% | -1% | 0%
Cc1nc(N2CCC(C)CC2)c2c(C)c(C(=O)Nc3ccc(C(F)(F)F)cc3)sc2n1 | -5% | -3% | ? | -6% | . | 5% | 6% | 5%
Cc1ccc(-n2cccn2)c(CN2CCCC(C(=O)c3ccc4c(c3)OCO4)C2)c1 (centres undefined) | -3% | -2% | 0% | -9% | -6% | 4% | 5% | -6%
CC(=O)Nc1ccc(OCC(=O)NCCc2ccc(Cl)cc2)cc1 | 4% | -10% | -7% | -3% | -10% | . | -4% | -2%
COc1ccc(C(=O)c2coc3ccc(O)c(CN4CCCC4)c23)cc1 | 4% | -3% | -3% | -5% | . | -12% | 19% | -4%
Cc1cc(C)c(C)c(S(=O)(=O)NCc2ccco2)c1C | 6% | i | 0% | 2% | . | 4% | -8% | -2%
CCOC(=O)c1c(C)[nH]c(C(=O)CSc2nc3ccccc3o2)c1C | 4% | -2% | 1% | -1% | 18% | 23% | 1% | -1%
O=C(NCc1cccnc1)c1ccc(COc2ccc3c(c2)CCC3)o1 | -22% | -14% | -13% | 0% | -15% | -5% | -19% | -6%
COc1ccc(NC(=O)CNC(=O)Cn2c(C)cc3ccccc3c2=O)c(OC)c1 | 5%&0% | -17% | 2% | 1%&1% | -2% | -6% | 4% | -4%
Cc1ccc(-n2c(=S)[nH]c3c(oc4ccccc43)c2=O)cc1 | -4% | -1% | 2% | -6% | 1% | . | -4% | -6%
CCCCCn1c(Sc2ccccc2)nc2c1c(=O)[nH]c(=O)n2C | -13% | i | 1% | 1% | 9% | -1% | -3% | -4%
C/C(=N\NC(=O)C(N)=O)c1ccc(Br)cc1 | -6% | -2% | -5% | -1% | -13% | 3% | 5% | -8%
Cc1ccc(CNCC(O)(c2ccc(F)cc2)c2ccc(F)cc2)cc1 | 5% | -7% | -3% | -2% | 4% | 7% | 1% | -8%
COc1cc2c(C=O)c3c4c(cc(OC)c(OC)c4c2cc1OC)CCN3C | -25% | -24% | . | -1% | . | 60%[activator] | . | -10%
Cc1ccc(NC(=O)C2CC(=O)Nc3ncnn32)c(C)c1 (centres undefined) | 2% | 20% | . | -2% | . | 2% | 3% | 0%
COc1ccc(C(CC(=O)Nc2ccccc2OC)n2cccc2)cc1 (centres undefined) | -9% | -10% | 0% | -1% | -4% | 17% | 1% | 0%
COc1ccc(-c2n[nH]c(=S)n2/N=C/C=C/c2ccccc2OC)cc1 | -15% | -8% | -11% | -2% | 3% | 10% | -4% | -14%
CC1(C)C2CCC1(CS(=O)(=O)Nc1cccc(S(N)(=O)=O)c1)C(=O)C2 (centres undefined) | 4% | -6% | -3% | -4% | 6% | 11% | 6% | 7%
COc1ccc2c(Cl)c(C(=O)N/N=C/c3c(C)[nH]c4ccccc34)sc2c1 | 3% | -14% | -3% | 0% | 0% | . | 9% | -3%
CC1CCCN(CCOCCSc2ccccc2)C1 (centres undefined) | 0% | i | 1% | 2% | 12% | 0% | 2% | 4%
COc1ccc(-c2nc(CSCC(=O)NC3CCCc4ccccc43)c(C)o2)cc1 (centres undefined) | 1% | -8% | -3% | 1% | . | 1% | -15% | -3%
Cc1ccc(S(=O)(=O)Nc2cc(-c3ccccc3)nn2C)cc1Cl | -4% | 0% | . | 0% | 4% | 10% | 5% | 1%
Cc1ccc(C(=O)NCCN2C3=NC[C@H](C(C)C)N3C[C@H]2Cc2ccc(O)cc2)cc1Br | -6% | -18% | . | -1% | -10% | -3% | 14% | -2%
NS(=O)(=O)c1ccc(N=NN2CCCCC2)cc1 | 4% | -4% | -7% | -2% | 5% | -12% | -9% | 10%

Some values from the list.
GAA glycogen mod, CC1(C)C2CCC1(CS(=O)(=O)Nc1cccc(S(N)(=O)=O)c1)C(=O)C2 (centres undefined) is entered as 6%
aGlu spleen mod, Cc1cc(C)c(C)c(S(=O)(=O)NCc2ccco2)c1C is entered as -2%
GAA glycogen mod, N#CC1=C(SCC(=O)Nc2ccccc2)NC(=O)CC1c1ccc(O)cc1 (centres undefined) is entered as 26%
TRb SRC2 PPI, CC1CCCN(CCOCCSc2ccccc2)C1 (centres undefined) is entered as 0%
aGlu spleen mod, Cc1ccc(C(=O)NCCN2C3=NC[C@H](C(C)C)N3C[C@H]2Cc2ccc(O)cc2)cc1Br is entered as -2%

Following part:
SMILES | TRb SRC2 PPI | RECQ1 inh | GAA inhib | TexasRed fluor | L3MBTL1 inh | GoLoco inh red | GAA glycogen mod | aGlu spleen mod
CCN1CCN(S(=O)(=O)c2cc(OC)c(Cl)cc2OC)CC1 | 7% | 7% | -2% | 0% | . | 13% | 2% | -6%
CC/C(=C\C(=O)c1ccncc1)Nc1ccc(Br)cc1 | -4% | -14% | ? | -4% | . | -3% | 6% | 7%
Cc1[nH]c2ccccc2c1SCCNC(=O)c1ccc(S(=O)(=O)N2CCCC2)cc1 | 1% | -2% | -1% | -2% | -8% | -5% | -4% | 0%
CCCC(=O)Nc1ccc(C(=O)Nc2ccc([N+](=O)[O-])cc2OC)cc1 | -10% | i | 2% | -1% | 8% | 12% | 1% | -1%
O=C1OC(c2ccccc2)=N/C1=C\C=C\c1ccccc1[N+](=O)[O-] | 3% | 11% | -4% | -2% | 4% | 6% | 8% | -7%
Cc1ccc(C)c(N2CCN(C(=O)Nc3ccc4c(c3)N(C)C(=O)CS4)CC2)c1 | -4% | -3% | -1% | 2% | . | 31%[activator] | -8% | 3%
Cc1ccc(C)c(N2CCN(C(=O)Cn3c(=O)[nH]c4ccsc4c3=O)CC2)c1 | 0% | 3% | -4% | -2% | . | 2% | -5% | -2%

Source: PubChem BioAssay

This is a subset; rates above refer to the full screens.
